Compound activity deposited in PubChem BioAssay by The Scripps Research Institute Molecular Screening Center.
DDE Tn7 FP inh = disrupts Tn7 cyclic peptide binding to fibrin D-Dimer-E complex. P02675. FP displacement of FITC-Tn7 peptide from fibrin DD(E); 0% = median of compound wells per plate. inhibition, % at 8.3 µM. 0.13% of 370,000 active. AID 720508;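 active means inhibition above the mean of compounds falling within the control limits plus 3 SD of them, cut at about 14% in these data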;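 further: 0% = plate median of compound wells and 100% = 10 µM Aha-Tn7 peptide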
Target sequence (P02675 whole entry, looked up): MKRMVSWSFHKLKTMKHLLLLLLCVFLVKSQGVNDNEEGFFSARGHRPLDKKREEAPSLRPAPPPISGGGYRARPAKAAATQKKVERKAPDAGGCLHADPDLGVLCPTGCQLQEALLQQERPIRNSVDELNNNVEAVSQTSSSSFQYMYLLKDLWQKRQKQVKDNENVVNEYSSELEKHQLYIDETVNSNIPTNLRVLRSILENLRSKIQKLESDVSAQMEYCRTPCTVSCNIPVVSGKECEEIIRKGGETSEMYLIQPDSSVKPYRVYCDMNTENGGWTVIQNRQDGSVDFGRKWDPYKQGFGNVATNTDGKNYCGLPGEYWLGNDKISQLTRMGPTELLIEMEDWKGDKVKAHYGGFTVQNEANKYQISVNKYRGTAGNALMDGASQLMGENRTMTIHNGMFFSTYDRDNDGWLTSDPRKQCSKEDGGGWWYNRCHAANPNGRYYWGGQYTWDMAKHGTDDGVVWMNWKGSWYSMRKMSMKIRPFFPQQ
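Assay system: Human fibrin DD(E) protein | Medium: Tris buffer with calcium and detergent, pH 7.8 | Reagent: 0.1 µM fluorescent Tn7 | Compound dosing: Single point at 8.3 µM | Times: 10 min preincubation, 3 h with tracer, room temperature | Detection: Fluorescence polarization of the labelled Tn7 tracer | Controls: Aha-Tn7 high control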
ADAM10 inh = inhibitors of human ADAM10; O14672; recombinant ADAM10, EDANS/DABCYL FRET peptide cleavage, 3 h; inhibition, % at 7 µM; 0.62% of 370,000 active;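 active means inhibition above a per-campaign cutoff equal to the mean of compounds falling between control-based bounds plus 3 SD, cut at about 20% in these data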;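 further: 0% = DMSO wells while the 100% control is not disclosed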
proKLK7 act = proKLK7 (human) activation, primary screen; purified proKLK7, EDANS-DABCYL substrate fluorescence; 100% is mature enzyme control, 0% vehicle; P49862; AID 652039; activation, % at 7 µM; 0.9% of 370,000 active;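 active means activation above the mean of all tested compounds plus 3 SD, computed per campaign excluding outliers beyond control limits, cut at about 13% in these data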
Tn6 DDE FP = inhibitors of Tn6 peptide binding to human fibrin DD(E); P02675; Fibrin DD(E) TRITC-Tn6 fluorescence polarization displacement; inhibition, % at 8.3 µM; 0.21% of 370,000 active;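 active means inhibition above a per-campaign cutoff: mean of compounds within control limits plus 3 SD, cut at about 15% in these data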;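 further: 0% = median of all compound wells on the plate and 100% = blocking peptide control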
ARFGAP1 inhibitor = inhibitors of rat ARFGAP1; inhibition, % at 16.5 µM; Q62848; Arfgap1-stimulated ARF1 GTP hydrolysis, GDP FP detection; 0.26% of 360,000 active;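 active means inhibition above a per-plate limit, mean inhibition of low control wells plus 3 SD, cut at about 25% in these data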;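 further: 0% = DMSO wells with enzyme and 100% = wells lacking Arfgap1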
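Assay system: Rat Arfgap1 GAP domain (His6, aa 1-136), purified enzyme | Buffer or medium: HEPES 25 mM pH 7.5, NaCl 150 mM, MgCl2, DTT | Schedule: GTP hydrolysis reaction 2 h at 25 °C | Signal: FP of antibody-bound GDP Alexa 633 tracer, ex 620/em 688 nm | Measure: Percent inhibition of Arfgap1-stimulated GTP hydrolysis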
ADAM17 inh = ADAM17 inhibition, QFRET primary screen. P78536. recombinant ADAM17, EDANS/DABCYL FRET peptide cleavage. inhibition, % at 6.95 µM. 0.83% of 370,000 active. AID 720648;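 active means inhibition above the mean of compounds lying between control limits plus 3 SD, set per campaign, cut at about 8.5% in these data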;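 further: 0% = DMSO-only wells as the low control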
Target sequence (P78536 215-824 limits assumed): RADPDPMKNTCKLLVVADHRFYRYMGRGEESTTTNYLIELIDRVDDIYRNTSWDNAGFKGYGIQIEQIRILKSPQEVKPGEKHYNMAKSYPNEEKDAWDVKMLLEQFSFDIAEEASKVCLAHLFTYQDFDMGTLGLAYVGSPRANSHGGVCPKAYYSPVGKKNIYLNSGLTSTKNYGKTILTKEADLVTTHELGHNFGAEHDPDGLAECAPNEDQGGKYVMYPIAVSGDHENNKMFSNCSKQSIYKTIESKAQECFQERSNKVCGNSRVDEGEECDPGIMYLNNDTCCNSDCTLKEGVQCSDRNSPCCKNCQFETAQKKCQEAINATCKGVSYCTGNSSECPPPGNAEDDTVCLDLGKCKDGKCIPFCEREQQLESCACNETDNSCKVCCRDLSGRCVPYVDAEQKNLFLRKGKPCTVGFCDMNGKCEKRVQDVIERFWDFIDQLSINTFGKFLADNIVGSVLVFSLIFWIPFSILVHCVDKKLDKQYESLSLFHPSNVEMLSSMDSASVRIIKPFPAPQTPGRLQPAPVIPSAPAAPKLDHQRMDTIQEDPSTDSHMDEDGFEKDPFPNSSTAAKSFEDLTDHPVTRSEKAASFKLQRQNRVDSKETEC
TDP2 inh = TDP2 (human) inhibition, absorbance primary screen; recombinant TDP2, T5PNP hydrolysis, p-nitrophenol absorbance 415 nm; inhibition, % at 12.8 µM; 0.34% of 370,000 active; O95551;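 active means inhibition above the mean of all tested compounds plus 3 SD, set per campaign, cut at about 25% in these data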;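 further: 0% = DMSO with enzyme and 100% = buffer with substrate but no TDP2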
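Assay system: Recombinant human TDP2 | Quantity: 120 nM TDP2 per well | Incubation: 2 h at 37 °C | Signal: Epi absorbance | Evaluation: Percent inhibition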
LEDGF integ inh = blocks HIV-1 LEDGF/p75-dependent DNA integration. TR-FRET IN-LEDGF/p75 DNA integration, Eu/Cy5. inhibition, % at 3.7 µM. 0.64% of 370,000 active;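 active means inhibition above the screen-wide mean plus 3 SD, cut at about 13% in these data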;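 further: signal is the Cy5 over europium emission ratio at 671 and 618 nm; 0% = plate median of compound wells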
PLC-gamma1 inh = PLC-gamma1 (human) inhibition, primary screen; purified PLC-gamma1, fluorogenic substrate, fluorescence; inhibition, % at 12.2 µM; 0.84% of 370,000 active; AID 720700; in the data active means inhibition above about 9.5%
ASAP1 inh = inhibitors of human ASAP1 ArfGAP activity; ASAP1-stimulated ARF1 GTP hydrolysis, GDP FP detection; Q9ULH1; inhibition, % at 16.5 µM; AID 624377; 0.19% of 360,000 active; in the data active means inhibition above about 25%;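 further: 0% = vehicle with enzyme and substrate and 100% = no enzyme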
Numbers without * were called inactive; i = inactive.

Below each SMILES – DDE Tn7 FP inh	ADAM10 inh	proKLK7 act	Tn6 DDE FP	ARFGAP1 inhibitor	ADAM17 inh	TDP2 inh	LEDGF integ inh	PLC-gamma1 inh	ASAP1 inh
1: Cc1ccc(N=Cc2cc3c(cc2[N+](=O)[O-])OCO3)cc1[N+](=O)[O-]
 : -2.3	-23.1	0.1	2.8	8.1	-1.5	4.3	14.7*	0.5	-11.9
2: COc1ccc(Cn2c(C)nnc2-c2cnn(C)c2N)cc1OC
 : 5.2	1.4	0.3	8.7	7.8	-2.9	6.8	-2.6	1.5	-6.7
3: COC(=O)Nc1ccc(S(=O)(=O)NNC(=O)c2c(O)c3ccccc3[nH]c2=O)cc1
 : -4.0	-4.2	-0.3	-2.1	-5.5	-3.8	-1.7	-1.1	0.7	1.4
4: CCOc1ccc(S(=O)(=O)Nc2ccccn2)c2ccccc12
 : 2.8	-1.6	0.4	-5.5	10.8	-4.4	5.7	-2.1	-4.4	4.1
5: CC(C)(C)OC(=O)NCCCCCNC(=O)c1nc[nH]c1C(=O)NCc1ccc(CNC(=O)OC(C)(C)C)cc1
 : -5.4	22.6*	0.3	2.1	-1.1	12.4*	-17.6	-0.2	2.5	10.3
6: COCCCNC(=O)CC(=O)N/N=C\c1ccc(SC)cc1
 : -3.8	-41.8	-0.4	-0.5	-5.0	-11.1	1.2	-0.1	-7.7	-5.9
7: C=CCc1cc(Cl)ccc1OCCNCCCOC
 : -3.6	1.5	-0.1	8.3	-0.9	0.7	-9.7	-1.1	2.5	3.6
8: COc1ccc2nc(SCC(=O)NCC(F)(F)F)[nH]c2c1
 : 1.6	-3.4	0.3	-5.8	1.2	-2.5	8.6	-3.2	-2.0	8.3
9: c1ccc(-c2ccccc2OCCCCn2ccnc2)cc1
 : 4.4	0.2	-0.4	3.1	-2.7	-0.4	3.3	1.2	-2.5	-5.8
10: CC1Cc2cc(S(=O)(=O)NCc3ccccc3)ccc2N1C(=O)C1CCC1 (centres undefined)
 : 0.6	-2.6	-0.1	-2.0	-9.6	-1.1	8.5	4.0	0.9	-0.3
11: Cc1cc(-c2ccccc2)nc(Cl)c1C#N
 : 5.2	-10.9	-0.4	10.5	-3.4	-4.5	-9.7	-2.6	-3.2	-4.8
12: Cn1c(=O)c2c(nc(CN3CCN(C(=O)c4ccco4)CC3)n2CCCO)n(C)c1=O
 : -3.8	-10.0	0.3	6.9	-11.6	-1.2	-8.2	-0.6	1.7	3.5
13: COCc1cc(C)nc2sc(C(=O)Nc3ccccc3Br)c(N)c12
 : 3.1	-50.0	2.4	2.5	-4.5	-17.1	6.8	0.9	-465.5	-20.8
14: COc1cc(C(=O)Nc2ccccc2N2CCOCC2)ccc1OCC(=O)N1CCOCC1
 : -2.2	-5.1	-0.3	2.4	2.9	-27.6	1.3	-0.5	0.3	-0.2
15: N=c1c(C(=O)NC2CCCCC2)cc2c(=O)n3ccccc3nc2n1Cc1ccccc1
 : 5.1	i	-6.9	-0.6	7.7	-378.9	-2.9	-1.3	-193.0	12.3

Below each SMILES – DDE Tn7 FP inh	ADAM10 inh	proKLK7 act	Tn6 DDE FP	ARFGAP1 inhibitor	ADAM17 inh	TDP2 inh	LEDGF integ inh	PLC-gamma1 inh	ASAP1 inh
16: COC(=O)C1CCCCN1C(=O)c1cc(COc2cccc3cnccc23)on1 (centres undefined)
 : 6.0	-126.1	7.3	5.6	6.6	-43.5	-7.5	-4.1	-31.4	2.9
17: CCCOc1ccc(C(=O)Nc2ccc3c(c2)OCCO3)cc1
 : 1.4	1.0	0.6	4.1	-0.3	-0.1	-0.2	3.0	1.2	0.9
18: COC(=O)c1cccc(Cn2nc(C)c([N+](=O)[O-])c2C)c1
 : -1.3	-6.8	-0.1	1.4	-10.2	2.1	-5.2	-3.1	2.1	1.7
19: COc1ccc(-c2csc(NC(=S)NC(=O)c3ccco3)n2)cc1Br
 : -1.5	-1.7	0.5	5.3	4.5	0.9	9.0	0.9	1.6	7.5
20: O=C(Nc1ccc(Cl)cc1)C1CCCN(C2=NS(=O)(=O)c3ccccc32)C1 (centres undefined)
 : 2.5	-6.2	-0.8	-3.2	-8.2	-3.6	1.2	-1.7	2.8	-14.1
21: CCN(CC)C(=O)c1oc2ccc(S(=O)(=O)N3CC(C)CC(C)C3)cc2c1C (centres undefined)
 : -12.3	13.8	1.0	-7.8	-8.0	3.0	-3.8	-1.2	3.2	-7.2
22: CCOc1ccc2nc(NC(=O)c3cc([N+](=O)[O-])ccc3N3CCOCC3)sc2c1
 : 0.1	2.9	-0.3	-1.1	2.2	1.7	-0.9	-3.1	3.2	20.4
23: O=C1CSC(c2cn(-c3ccccc3)nc2-c2cc3ccccc3oc2=O)N1Cc1ccccc1 (centres undefined)
 : -2.5	-44.7	-0.7	3.3	2.6	-15.4	-6.0	-2.8	-67.6	-5.5
24: O=C(c1ccco1)N1CCN(S(=O)(=O)c2ccc(Br)cc2)CC1
 : -3.1	1.0	0.3	-1.1	-7.7	3.3	0.2	-0.9	1.1	3.8
25: C=CC(n1cncn1)C(O)(c1ccccc1)c1ccccc1 (centres undefined)
 : 5.4	-0.8	-0.1	2.9	-0.9	-1.4	-4.9	-1.8	0.9	0.2
26: Nc1ccc2nc3c(=O)n(C4CCCCC4)c(=O)[nH]c3nc2c1
 : 26.7*	-9.2	14.5*	8.0	-1.0	-4.1	-18.6	-1.9	i	-4.8
27: C#CCN(C[C@H]1[C@H](OC(=O)NC2CC2)[C@H](OC(=O)NC2CC2)C[C@H]2C(=O)N(c3ccccc3)C(=O)[C@@H]12)S(=O)(=O)c1ccc(C)cc1
 : 2.4	-4.4	-0.2	5.3	12.7	-2.5	-0.1	-0.9	-0.6	0.5
28: Cc1cc(C)n2nc(SCC(=O)N3CCN(c4ccccc4)CC3)nc2n1
 : 7.0	-11.6	0.2	-0.9	-8.2	-2.7	2.9	-1.7	1.0	-5.5
29: N#C/C(=C\c1ccccc1)c1nc2ncccc2[nH]1
 : 2.7	-162.1	-20.7	0.9	-1.9	-88.0	5.8	-0.2	-214.4	-19.2
30: COC(=O)c1cc(C(=O)OCC(=O)N2CCCCC2)cc([N+](=O)[O-])c1
 : 2.0	-17.5	-0.6	3.3	-6.5	-3.9	10.5	1.7	0.3	7.4

Looked up above:
Under proKLK7 act, `CCCOc1ccc(C(=O)Nc2ccc3c(c2)OCCO3)cc1` has the entry 0.6
Under Tn6 DDE FP, `O=C(Nc1ccc(Cl)cc1)C1CCCN(C2=NS(=O)(=O)c3ccccc32)C1` (centres undefined) has the entry -3.2

Rewritten as labelled records: 2 of the compounds above.
#24 O=C(c1ccco1)N1CCN(S(=O)(=O)c2ccc(Br)cc2)CC1
- DDE Tn7 FP inh: -3.1
- ADAM10 inh: 1.0
- proKLK7 act: 0.3
- Tn6 DDE FP: -1.1
- ARFGAP1 inhibitor: -7.7
- ADAM17 inh: 3.3
- TDP2 inh: 0.2
- LEDGF integ inh: -0.9
- PLC-gamma1 inh: 1.1
- ASAP1 inh: 3.8
#9 c1ccc(-c2ccccc2OCCCCn2ccnc2)cc1
- DDE Tn7 FP inh: 4.4
- ADAM10 inh: 0.2
- proKLK7 act: -0.4
- Tn6 DDE FP: 3.1
- ARFGAP1 inhibitor: -2.7
- ADAM17 inh: -0.4
- TDP2 inh: 3.3
- LEDGF integ inh: 1.2
- PLC-gamma1 inh: -2.5
- ASAP1 inh: -5.8

The results go on.
Below each SMILES – DDE Tn7 FP inh	ADAM10 inh	proKLK7 act	Tn6 DDE FP	ARFGAP1 inhibitor	ADAM17 inh	TDP2 inh	LEDGF integ inh	PLC-gamma1 inh	ASAP1 inh
31: CC(C)Cn1cc(-c2cccc3nccn23)cn1
 : -5.8	i	5.3	-6.0	2.4	-177.6	4.8	1.6	-55.3	1.4
32: CCN(CC)CCN1C(=O)C(=O)/C(=C(/O)c2ccc(F)cc2)C1c1cccnc1 (centres undefined)
 : 4.3	-3.4	0.7	0.3	6.2	-0.3	0.3	1.1	3.7	-13.2
33: CCCOc1ccc(-c2nc(=S)[nH][nH]2)cc1
 : 6.1	6.2	-0.5	3.7	1.3	-4.3	2.2	-1.2	0.8	-1.5
34: CN(C(=O)COC(=O)/C=C/c1cn(-c2ccccc2)nc1-c1ccc2c(c1)OCCO2)C1CCS(=O)(=O)C1 (centres undefined)
 : 1.0	-51.2	-108.1	-0.9	11.0	-17.3	3.1	-6.7	-279.5	7.5
35: CN1C(C(=O)NCc2ccco2)=CC(c2ccc(F)cc2)=NS1(=O)=O
 : 5.1	-10.4	0.5	-2.4	5.2	-1.1	-4.0	-0.4	-0.3	-5.0
36: CC(C)Sc1nc(SCC(=O)O)c2c3c(sc2n1)COC(C)(C)C3
 : -2.3	-56.5	-0.5	3.1	-0.4	-17.3	6.5	-3.1	-2.1	13.6
37: CCN(CC)c1ccc(C=Nc2cccc(S(=O)(=O)N3CCOCC3)c2)c(O)c1
 : -0.1	-1.5	-7.8	-1.1	-2.9	-4.4	-1.4	-5.8	-45.0	-5.5
38: C#CCOCCOCCOCCNc1nc(N2CCN(C(=O)Cn3cc(CC(C)O)nn3)CC2)nc(N2CCN(C(=O)[C@H](C)n3cc(CCC(=O)O)nn3)CC2)n1 (some centres undefined)
 : 5.1	0.3	-0.6	0.4	-2.9	-2.6	5.3	1.1	1.8	-0.1
39: c1ccc(-c2nnn(C34CC5CC(CC(C5)C3)C4)n2)cc1
 : 3.2	-9.2	-0.5	-4.1	-9.5	-4.9	7.0	-2.0	1.8	7.5
40: CC(C)CC1C(=O)N(Cc2cn(CCC3OCCCO3)nn2)CCS(=O)(=O)N1Cc1ccc(-c2ccc(Cl)nc2)cc1 (centres undefined)
 : -3.4	-4.4	0.5	-6.7	-10.9	-0.4	0.8	1.4	3.5	-3.1
41: COc1cccc(NC(=O)Cn2c(=O)n(-c3ccccc3)c(=O)c3oc4ccccc4c32)c1
 : 0.7	0.6	0.3	3.1	-5.2	-2.6	-4.5	-0.9	0.9	-6.0
42: CCN(CC)S(=O)(=O)c1ccc(NC(=O)c2cc(C(=O)OC)cc([N+](=O)[O-])c2)cc1
 : -7.8	0.5	0.3	-4.2	11.1	2.5	11.6	-0.9	1.1	6.7
43: COc1ccc2[nH]c3c(c2c1)CCN1C(=O)C(CC(=O)NCCCn2ccnc2)C[C@H](C(=O)N2CCOCC2)[C@@]31C (some centres undefined)
 : -3.9	-2.7	-0.2	8.4	-6.0	-2.0	2.1	0.1	-1.6	3.4
